# Assay outcomes as filed in PubChem.
# Bim-Bcl-XL = inhibitors of Bim-Bcl-XL interaction, human. Q07817. 190,000 tested, 0.04% active. AID 1007. Bim peptide-Bcl-XL binding, bead flow cytometry, fluorescence. inhibition, % at 10 µM
# Target sequence (Q07817 whole entry, looked up): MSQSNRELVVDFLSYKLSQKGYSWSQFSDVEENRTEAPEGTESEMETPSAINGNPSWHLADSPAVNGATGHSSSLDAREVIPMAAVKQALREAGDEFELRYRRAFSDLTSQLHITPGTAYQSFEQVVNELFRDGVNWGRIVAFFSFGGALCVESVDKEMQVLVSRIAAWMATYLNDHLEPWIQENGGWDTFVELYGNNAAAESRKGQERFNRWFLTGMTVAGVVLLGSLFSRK
# Bcl-B Bim block = human Bim-Bcl-B interaction inhibition | Q9HD36 | bead-based flow cytometry, Bim peptide-Bcl-B binding | inhibition, % at 10 µM | 190,000 tested, 0.073% active;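 also: 0% = tracer peptide without compound and 100% = reference inhibitor peptide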
# Bim-Mcl-1 = human Bim-Mcl-1 interaction inhibition; Bead-based flow cytometry, Bim peptide-Mcl-1 binding; AID 1009; 190,000 tested, 0.1% active; inhibition, % at 10 µM;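 also: 0% = no compound tracer wells and 100% = peptide blocker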
# Target sequence (Q07820 whole entry, looked up): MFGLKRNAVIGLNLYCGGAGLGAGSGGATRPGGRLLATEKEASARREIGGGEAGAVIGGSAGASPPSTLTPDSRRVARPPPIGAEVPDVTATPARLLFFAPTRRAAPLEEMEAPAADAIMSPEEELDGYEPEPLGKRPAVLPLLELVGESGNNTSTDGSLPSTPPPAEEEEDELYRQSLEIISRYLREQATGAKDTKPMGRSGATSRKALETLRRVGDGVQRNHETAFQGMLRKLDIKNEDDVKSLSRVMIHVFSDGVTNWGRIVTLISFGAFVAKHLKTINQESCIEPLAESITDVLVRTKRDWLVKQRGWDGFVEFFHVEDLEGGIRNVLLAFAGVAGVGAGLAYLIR
# ABCG2 inh = blocks JC-1 efflux by human ABCG2 transporter. IgMXP3 cells, flow cytometry. Q9UNQ0. AID 1325. 190,000 tested, 0.1% active. inhibition, % at 6.6 µM;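 active = inhibition above 80%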;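 also: 0% = DMSO and 100% = nicardipine control wells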
#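 test system = two drug-resistant human cell lines, ABCG2 and ABCB1 | amount = 3 million cells/mL final, two lines in 1:1 ratio | reagent = JC-1 transporter substrate | doses = one concentration, 6.6 µM final | incubation = 10 min at 25 °C | signal = flow cytometric JC-1 green MFI at 530 nm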
# RGS8-Gao reg = modulates binding of RGS8 to human Galphao | 220,000 tested, 0.34% active | response (percent of control binding), % at 10 µM | multiplexed bead flow cytometry; actives lie on both sides | AID 1423 | P09471; in the data active = response below about 60% or above about 140%; inactive = in between;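 also: Galphao activated as the GDP aluminium fluoride complex binding bead-coupled RGS8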
# Target sequence (P09471 whole entry, looked up): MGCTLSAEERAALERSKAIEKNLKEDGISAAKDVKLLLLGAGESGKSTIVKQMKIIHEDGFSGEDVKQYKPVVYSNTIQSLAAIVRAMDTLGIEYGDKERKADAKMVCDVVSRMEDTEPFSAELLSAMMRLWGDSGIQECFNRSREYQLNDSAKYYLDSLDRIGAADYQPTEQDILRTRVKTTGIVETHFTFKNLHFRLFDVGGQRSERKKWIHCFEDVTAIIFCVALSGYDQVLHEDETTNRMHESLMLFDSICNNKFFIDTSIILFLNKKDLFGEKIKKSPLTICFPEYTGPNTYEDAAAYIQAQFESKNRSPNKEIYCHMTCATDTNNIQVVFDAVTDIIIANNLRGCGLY
# RGS7-Gao = human RGS7-Galphao interaction regulation; P09471; Multiplexed bead flow cytometry, RGS7-Galphao binding; actives lie on both sides; binding response (% of control), % at 10 µM; 220,000 tested, 0.35% active; AID 1439; in the data active = binding response below about 49% or above about 150%; inconclusive = no clear call, values can overlap the other calls; inactive = in between;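 also: fluorescent Galphao held in activated GDP-AlF4 state binding bead-coupled RGS7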
# Bim-Bcl-2 = human Bim-Bcl-2 interaction inhibition; 190,000 tested, 0.06% active; P10415; inhibition, % at 10 µM; Bead-based flow cytometry, Bim peptide-Bcl-2 binding; in the data active = inhibition above about 40%; inconclusive = no clear call, values can overlap the other calls;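 also: 0% = no compound wells with probe peptide and 100% = reference peptide inhibitor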
# ABCB1 block = blocks JC-1 efflux by human ABCB1 transporter; AID 1326; inhibition, % at 6.6 µM; CCRF-Adr cells, flow cytometry; 190,000 tested, 0.067% active; in the data active = inhibition above about 40%;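 also: 0% = vehicle and 100% = reference inhibitor; higher value means more JC-1 retained so stronger ABCB1 efflux block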
# Bcl-W Bim block = disrupts Bim peptide binding to human Bcl-W | inhibition, % at 10 µM | 190,000 tested, 0.02% active | Q92843 | bead-based flow cytometry | AID 952;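 also: 0% = bound tracer without compound and 100% = peptide blocker; higher means less fluorescent Bim peptide bound to Bcl-W beads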
# Bfl-1 Bim block = inhibitors of Bim-Bfl-1 interaction, human. inhibition, % at 10 µM. AID 1008. 190,000 tested, 0.12% active. Q16548. Bead-based flow cytometry, Bim-Bfl-1 binding inhibition;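 also: 0% = wells without compound plus tracer and 100% = blocker peptide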
# RGS4-Gao reg = human RGS4-Galphao interaction regulation. Multiplexed bead flow cytometry, RGS4-Galphao binding; actives lie on both sides. P09471. binding response (% of control), % at 10 µM. 220,000 tested, 0.33% active; in the data active = binding response below about 49% or above about 150%; inactive = in between;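 also: fluorescent Galphao activated with aluminum fluoride binding bead-coupled RGS4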
# * = called active by the depositor; ? = inconclusive; . = not tested or not shown. Rule as the data show it, unless noted: active = inhibition above about 40%.
SMILES,Bim-Bcl-XL,Bcl-B Bim block,Bim-Mcl-1,ABCG2 inh,RGS8-Gao reg,RGS7-Gao,Bim-Bcl-2,ABCB1 block,Bcl-W Bim block,Bfl-1 Bim block,RGS4-Gao reg
Cc1sc(NC(=O)c2ccco2)c(CN2CCN(Cc3ccccc3)CC2)c1C,-3.0,0.0,-2.0,7.8,100.0,?,1.0,1.7,-7.0,2.0,102.0
C#CCOCCOCCOCCNc1nc(N2CCOCC2)nc(N2CCN(C(=O)[C@H](CCCCN)n3cc([C@@H](N)CO)nn3)CC2)n1,-2.0,0.0,0.0,0.8,100.6,109.0,0.0,0.4,-5.0,0.0,105.0
COc1ccc(CN(CCCN2CCOCC2)C(=O)Nc2cccc(Cl)c2)cc1OC,12.0,-9.0,-2.0,2.1,99.4,98.6,-5.0,1.6,1.0,-11.0,101.0
O=C(c1cc2nc(-c3ccco3)cc(C(F)(F)F)n2n1)N1CCN(c2ccccn2)CC1,0.0,-6.0,-1.0,23.1,94.4,91.1,-7.0,2.4,-1.0,-4.0,93.2
CSc1ccccc1C(=O)C1CCCN(C(=O)NC(C)C)C1 (stereo not drawn),0.0,0.0,-4.0,0.1,95.3,94.9,1.0,-0.9,0.0,4.0,95.2
CCn1c(C)nc2cc(S(=O)(=O)N3CCCCC3)ccc21,3.0,0.0,-5.0,-0.2,102.0,102.7,2.0,0.1,1.0,2.0,105.3
O=C(COc1ccc(Oc2ccccc2)cc1)NCc1cn2ccccc2n1,0.0,-3.0,2.0,1.1,104.6,98.5,1.0,0.3,0.0,-4.0,102.6
Cc1cc(C)cc(OCC(=O)Nc2ccc(S(=O)(=O)Nc3ccccn3)cc2)c1,0.0,-5.0,0.0,1.6,99.8,97.3,-1.0,0.2,1.0,-1.0,93.1
S=c1[nH]c(-c2ccc(Br)cc2)cn1CCc1ccccc1,-5.0,-10.0,-2.0,4.9,91.5,98.8,0.0,-0.1,-4.0,-3.0,100.2
CC1=NCCN1S(=O)(=O)c1cccc([N+](=O)[O-])c1,-2.0,0.0,-2.0,11.8,98.3,97.2,0.0,0.0,-2.0,-5.0,99.4
COc1cccc(NC(=O)CSc2nc3c(oc4ccccc43)c(=O)[nH]2)c1,-6.0,-6.0,-2.0,-3.5,100.2,97.8,-1.0,-0.4,-2.0,0.0,98.5
CCn1cc(C(=O)OCC(=O)OC2CC(C)CCC2C(C)C)c(=O)c2ccc(C)nc21 (stereo not drawn),1.0,0.0,4.0,9.5,83.7,90.3,1.0,2.2,-1.0,3.0,89.8
Cc1cc(=O)n2[nH]c(N)c(N=Nc3ccccc3)c2n1,6.0,4.0,2.0,0.0,99.4,96.8,3.0,0.0,3.0,0.0,101.1
CCOC(=O)C(NC(C)=O)(N1CCc2ccccc2C1)C(F)(F)F (stereo not drawn),-16.0,6.0,30.0,0.5,101.7,100.7,-3.0,0.3,6.0,-9.0,98.9
O=c1cc2c(nn1Cc1ccc(F)cc1)-c1ccccc1CC2,-3.0,-3.0,2.0,5.0,104.0,94.2,-4.0,0.8,0.0,0.0,100.1
CSCC[C@H](NC(=O)CCn1nnc2ccccc2c1=O)C(=O)O,-9.0,-11.0,-6.0,6.5,100.6,101.5,-10.0,1.1,-6.0,-20.0,102.8
O=C(c1ccco1)N1N=C(c2ccncc2)CC1(O)C(F)(F)F (stereo not drawn),-3.0,-4.0,-3.0,16.5,101.3,100.5,-2.0,-0.6,-3.0,-7.0,102.7
CCCc1cc(-c2[nH]ncc2-c2ccc(C(=O)OCC)o2)c(O)cc1O,0.0,0.0,-3.0,-0.2,102.5,100.2,-2.0,-0.1,-1.0,-1.0,102.8
COc1ccccc1N1CCN(C(=O)c2cc3n(n2)C(C(F)(F)F)CC(c2ccco2)N3)CC1 (stereo not drawn),-2.0,-5.0,1.0,3.0,101.4,97.4,-6.0,0.5,2.0,-8.0,96.2
CCn1nc(CC(=O)Nc2nnc(CC(=O)N3CCCCC3)s2)c2ccccc2c1=O,0.0,-5.0,-1.0,-0.5,99.0,97.3,-2.0,0.0,-1.0,-5.0,99.3
CCOC(=O)c1c(-c2ccc(C)o2)csc1N,-4.0,-7.0,0.0,3.5,103.0,108.2,-10.0,0.5,1.0,-7.0,103.8
COC(=O)\C(C(C)=O)=C(/C=C/C=C/C=C/N(C)C)N(C)C,-1.0,1.0,1.0,-0.2,86.4,79.5,5.0,-0.1,3.0,8.0,99.1
COc1cccc(OC)c1Nc1nc(C)nc2c1nnn2Cc1ccccc1Cl,-1.0,-6.0,0.0,-0.3,100.5,96.5,-4.0,0.1,-4.0,-6.0,100.1
CCCCCC(=O)Nc1nc2ccccc2[nH]1,0.0,0.0,0.0,-0.7,88.0,88.0,-16.0,-0.1,-3.0,3.0,90.2
CCn1c(=O)c([N+](=O)[O-])c(NCCN(C)C)c2ccccc21,-4.0,-5.0,-1.0,0.6,105.5,101.0,-5.0,-0.6,-2.0,-6.0,101.7

# 8 successive entries out of the list so far:
SMILES,Bim-Bcl-XL,Bcl-B Bim block,Bim-Mcl-1,ABCG2 inh,RGS8-Gao reg,RGS7-Gao,Bim-Bcl-2,ABCB1 block,Bcl-W Bim block,Bfl-1 Bim block,RGS4-Gao reg
CCCc1cc(-c2[nH]ncc2-c2ccc(C(=O)OCC)o2)c(O)cc1O,0.0,0.0,-3.0,-0.2,102.5,100.2,-2.0,-0.1,-1.0,-1.0,102.8
COc1ccccc1N1CCN(C(=O)c2cc3n(n2)C(C(F)(F)F)CC(c2ccco2)N3)CC1 (stereo not drawn),-2.0,-5.0,1.0,3.0,101.4,97.4,-6.0,0.5,2.0,-8.0,96.2
CCn1nc(CC(=O)Nc2nnc(CC(=O)N3CCCCC3)s2)c2ccccc2c1=O,0.0,-5.0,-1.0,-0.5,99.0,97.3,-2.0,0.0,-1.0,-5.0,99.3
CCOC(=O)c1c(-c2ccc(C)o2)csc1N,-4.0,-7.0,0.0,3.5,103.0,108.2,-10.0,0.5,1.0,-7.0,103.8
COC(=O)\C(C(C)=O)=C(/C=C/C=C/C=C/N(C)C)N(C)C,-1.0,1.0,1.0,-0.2,86.4,79.5,5.0,-0.1,3.0,8.0,99.1
COc1cccc(OC)c1Nc1nc(C)nc2c1nnn2Cc1ccccc1Cl,-1.0,-6.0,0.0,-0.3,100.5,96.5,-4.0,0.1,-4.0,-6.0,100.1
CCCCCC(=O)Nc1nc2ccccc2[nH]1,0.0,0.0,0.0,-0.7,88.0,88.0,-16.0,-0.1,-3.0,3.0,90.2
CCn1c(=O)c([N+](=O)[O-])c(NCCN(C)C)c2ccccc21,-4.0,-5.0,-1.0,0.6,105.5,101.0,-5.0,-0.6,-2.0,-6.0,101.7

# (cont.)
SMILES,Bim-Bcl-XL,Bcl-B Bim block,Bim-Mcl-1,ABCG2 inh,RGS8-Gao reg,RGS7-Gao,Bim-Bcl-2,ABCB1 block,Bcl-W Bim block,Bfl-1 Bim block,RGS4-Gao reg
Cn1cccc1/C=C1\SC(=S)N(NC(=O)c2cccc(Cl)c2)C1=O,-1.0,-4.0,0.0,-0.9,100.1,98.5,1.0,-0.4,0.0,0.0,99.2
CCCn1c(NC(=O)c2cccc(S(=O)(=O)N3CCCC3)c2)nc2ccccc21,-8.0,-8.0,-3.0,55.1,99.5,100.5,-10.0,3.5,-3.0,-20.0,96.8
Cc1oc(C(=O)O)cc1COc1ccc2c3c(c(=O)oc2c1)CCC3,-2.0,-4.0,-4.0,2.6,100.7,104.0,-2.0,0.4,0.0,-8.0,100.7
CCOc1ccc(S(=O)(=O)n2cnc3cc(C)c(C)cc32)cc1,-1.0,-9.0,0.0,2.4,103.3,107.6,-6.0,0.5,4.0,-9.0,105.1
CC(=O)c1ccc(N2Cc3ccccc3C3(CCOCC3)C2=N)cc1,-2.0,0.0,2.0,-0.3,102.8,101.0,-1.0,0.0,-1.0,-5.0,101.3
Cc1cc(NC(=O)CN2C(=O)NC(CCc3ccccc3)C2=O)no1 (stereo not drawn),-1.0,2.0,-1.0,4.8,100.8,98.7,-1.0,2.1,1.0,-3.0,100.0
Cc1ccc2nc(SC(C)C(=O)NC3CCCc4ccccc43)[nH]c2c1 (stereo not drawn),-10.0,-10.0,-4.0,32.0,97.4,90.1,-8.0,6.3,-3.0,-5.0,93.7
COC(=O)Nc1ccccc1C(=O)N1CCN(c2ccc(C)cc2)CC1,-8.0,-12.0,-7.0,8.9,104.7,104.0,-9.0,0.7,-7.0,-15.0,104.5
NC(=O)C(c1ccccc1)c1ncc(C(F)(F)F)cc1Cl (stereo not drawn),-4.0,-4.0,-3.0,3.1,99.1,102.7,-6.0,0.5,0.0,-7.0,100.1
CCc1cc(C(=O)Cc2ccc(F)cc2)c(O)cc1O,-5.0,-8.0,-3.0,9.5,101.5,100.3,-2.0,0.1,-4.0,-3.0,99.7
CCC(C)NC(=O)C(Cc1ccccc1)n1cccc1 (stereo not drawn),-4.0,-5.0,0.0,-0.6,106.8,106.6,-8.0,-0.2,-1.0,-9.0,102.5
Cc1ccc(CNC(=O)C2CCCN(c3nc(C)cc(C)n3)C2)cc1 (stereo not drawn),-1.0,0.0,0.0,2.8,99.2,105.4,-1.0,0.8,0.0,-5.0,102.7
COCCSc1nnc(NC(=O)C2CC(=O)N(c3ccccc3)C2)s1 (stereo not drawn),-2.0,-8.0,-3.0,1.3,105.7,106.2,-4.0,0.3,-2.0,-7.0,107.8
Cc1cccc(-c2nc(CS(=O)CC(=O)NCCCSC3CCCCC3)c(C)o2)c1 (stereo not drawn),-6.0,-3.0,-3.0,1.7,102.9,107.8,-5.0,0.8,-4.0,-5.0,107.5
CCn1c(=O)cc(SCC(=O)NCc2cccnc2)c2ccccc21,0.0,1.0,0.0,-0.2,99.8,100.8,0.0,-2.3,-1.0,-2.0,99.3
COc1ccc(C(=O)NC(=O)N2CCCCC2)cc1,-11.0,-9.0,-1.0,-0.5,97.8,91.9,-11.0,-0.1,2.0,-11.0,93.7
O=C(c1ccc(Cl)c([N+](=O)[O-])c1)N(Cc1ccc(Cl)cc1)C1CCS(=O)(=O)C1 (stereo not drawn),-9.0,-8.0,-4.0,1.4,110.2,103.2,-3.0,0.6,-6.0,-4.0,107.7
COCCCn1c(SCC(=O)Nc2ccc(C(=O)OC)cc2)nc2ccccc2c1=O,-7.0,-6.0,-2.0,-2.1,100.8,98.7,-7.0,-1.6,-4.0,-6.0,100.4
O=C1CCCC/C1=C\Nc1ccccc1C(=O)O,-1.0,1.0,0.0,2.4,101.7,107.2,0.0,0.9,-2.0,1.0,111.2
O=C(c1ccccc1)n1nnc2ccccc21,2.0,0.0,-3.0,1.9,97.6,103.3,1.0,0.2,-2.0,-3.0,95.9
CS(=O)(=O)Nc1ccc(C(=O)NCc2ccc3c(c2)OCO3)cc1,-14.0,-6.0,-1.0,-0.3,99.9,98.4,-8.0,-0.1,-3.0,-11.0,99.8
COC(=O)c1[nH]c2ccc(C)cc2c1NC(=O)CCN1CCN(Cc2ccc3c(c2)OCO3)CC1,-1.0,7.0,2.0,0.7,95.3,93.3,10.0,0.1,0.0,.,96.5
